Source: PubChem BioAssay (Broad Institute)
S100A4 inh HTS: blocks human S100A4 binding to myosin IIA peptide. P26447. S100A4/TAMRA-MyoIIA peptide fluorescence polarization. inhibition, % at 10.7 µM. 360,000 compounds, 0.14% hits. AID 652163;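 active means mean inhibition of at least 70% across replicates, with every replicate also reaching that level; inconclusive means mean inhibition reaches 70% but some replicates fall short; inactive means mean inhibition below 70%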
Target sequence (P26447 whole entry, looked up): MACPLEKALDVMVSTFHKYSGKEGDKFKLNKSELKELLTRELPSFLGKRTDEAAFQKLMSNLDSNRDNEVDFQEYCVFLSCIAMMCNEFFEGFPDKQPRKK
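Material: S100A4 monomer protein | Medium: HEPES pH 7.2 with CaCl2, KCl, NaCl, DTT, Triton | Reagent: Labelled myosin peptide probe, 5 nM | Doses: One dose per compound | Times: 5 min incubation before reading | Benchmarks: Neutral control DMSO, positive control TFP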
DENV2 CPE rescue: inhibitors of DENV2 cytopathic effect | CPE inhibition, % at 9.99 µM | DENV2-infected cells, cytopathic effect rescue, plate reader | 350,000 compounds, 1.7% hits; in the data active means CPE inhibition above about 20%, passing the limit was not always enough; inconclusive means no clear call, values can overlap the other calls; tested in BHK-21 cells;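 further: 0% = median of neutral control wells and 100% = median of positive control wells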
SIRT5 block: inhibitors of human sirtuin-5 desuccinylase | inhibition, % at 15 µM | AID 652115 | 330,000 compounds, 1.1% hits | Q9NXA8 | Purified SirT5, succinyl-peptide AMC, trypsin-coupled fluorescence; in the data active means inhibition above about 15%; inconclusive means no clear call, values can overlap the other calls
Target sequence (Q9NXA8 whole entry, looked up): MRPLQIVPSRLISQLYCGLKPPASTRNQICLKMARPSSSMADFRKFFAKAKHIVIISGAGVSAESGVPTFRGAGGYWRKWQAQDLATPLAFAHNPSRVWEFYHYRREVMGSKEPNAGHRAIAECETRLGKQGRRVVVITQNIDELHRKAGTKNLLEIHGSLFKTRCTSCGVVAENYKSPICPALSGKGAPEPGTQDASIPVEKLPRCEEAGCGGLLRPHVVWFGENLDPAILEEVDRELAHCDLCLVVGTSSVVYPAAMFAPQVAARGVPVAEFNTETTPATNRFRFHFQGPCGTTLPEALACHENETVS
ERp5 block: blocks human ERp5 reductase activity on insulin | ERp5 insulin aggregation, absorbance 650 nm, 90 min | inhibition, % at 9.99 µM | Q15084 | 350,000 compounds, 0.05% hits | AID 651711;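 active means mean replicate inhibition above about 25%, with every replicate also reaching it, limit read from the data, passing the limit was not always enough; inconclusive means only one of those two criteria met; inactive means neither criterion met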
PglD inh: PglD (C. jejuni) enzyme inhibition | inhibition, % at 12.5 µM | 360,000 compounds, 0.098% hits | purified PglD enzyme, DTNB colorimetric CoA detection | AID 602405; in the data active means inhibition above about 16%, passing the limit was not always enough; inconclusive means no clear call, values can overlap the other calls; further: strong numbers were not always called active
E-sel inducer: induces E-selectin expression in human endothelial cells | P16581 | HUVEC E-selectin immunofluorescence imaging; normalized: neutral wells 0, TNF-alpha wells 100 | activation, % at 7.58 µM | 260,000 compounds, 0.37% hits;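 active means mean E-selectin-positive cell signal at least 10% of the positive control, reached in at least 60% of replicates, without over 20% cell loss; inconclusive means no rule given, readout overlaps actives, possibly toxicity-flagged; inactive means the rest, including those meeting only one limit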;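 further: in these data hits start at about 27%; measured in HUVEC primary endothelial cells; signal is the percent of cells scored E-selectin positive by PE staining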
Target sequence (P16581 whole entry, looked up): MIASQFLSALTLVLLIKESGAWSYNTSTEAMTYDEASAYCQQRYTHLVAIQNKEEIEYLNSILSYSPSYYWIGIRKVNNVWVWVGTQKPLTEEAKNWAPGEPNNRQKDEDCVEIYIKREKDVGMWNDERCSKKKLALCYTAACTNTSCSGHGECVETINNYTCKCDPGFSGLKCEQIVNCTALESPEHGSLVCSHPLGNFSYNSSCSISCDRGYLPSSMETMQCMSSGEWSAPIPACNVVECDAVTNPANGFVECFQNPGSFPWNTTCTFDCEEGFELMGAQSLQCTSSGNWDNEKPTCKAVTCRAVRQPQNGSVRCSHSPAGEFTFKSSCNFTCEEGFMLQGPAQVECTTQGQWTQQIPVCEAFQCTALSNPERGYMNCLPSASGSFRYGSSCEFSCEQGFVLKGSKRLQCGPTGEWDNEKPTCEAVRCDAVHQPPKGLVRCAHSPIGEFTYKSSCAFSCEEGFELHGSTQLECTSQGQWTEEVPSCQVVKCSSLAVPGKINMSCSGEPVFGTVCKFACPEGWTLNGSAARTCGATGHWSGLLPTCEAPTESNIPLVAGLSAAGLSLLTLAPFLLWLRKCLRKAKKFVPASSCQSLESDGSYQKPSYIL
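material = human umbilical vein endothelial cells (HUVEC), E-selectin induction | quantity = 3,000 cells/well | medium = EGM-2 growth medium on 0.1% gelatin-coated wells | technique = immunofluorescence imaging | read-out basis = % PE-positive cells | control set = TNF-alpha positive control, DMSO neutral control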
Statin myotox sup: protects C2C12 myotubes from simvastatin toxicity; ATP luminescence, 48 h; scaled: DMSO 0, geranylgeraniol control 100; 330,000 compounds, 0.78% hits; AID 602340; rescue of ATP level, % at 7.49 µM;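 active means mean ATP rescue above about 67%, or every replicate alone reaching that limit, limit read from the data, passing the limit was not always enough; inconclusive means no clear call, values can overlap the other calls; inactive means mean under the limit and some replicate under it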;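 further: myotubes were challenged with 10 µM simvastatin during compound exposure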
* = called active by the depositor; ? = inconclusive; . = not tested or not shown.

nr	SMILES	E-sel inducer	SIRT5 block	DENV2 CPE rescue	S100A4 inh HTS	PglD inh	ERp5 block	Statin myotox sup
1	Cc1cc(C)cc(N(C(=O)c2csnn2)C(C(=O)NC(C)(C)C)c2ccccn2)c1 (centres undefined)	.	26*	.	11	.	6	.
2	COCCCNC(=O)CN(c1ccc(Cl)c(Cl)c1)S(C)(=O)=O	.	-1	3	2	2	0	-22
3	CO[C@H]1CN(C)C(=O)c2ccc(NS(=O)(=O)c3ccc(C)cc3)cc2OC[C@H](C)N(Cc2nccs2)C[C@@H]1C	0.0	-2	-11	10	.	-2	.
4	CC(O)(c1ccccc1)c1nc(/C=C/c2ccccc2)cs1 (centres undefined)	0.1	1	-5	1	3	-1	2
5	CCC(CC)C(C(=O)NCc1ccccc1)N1CCN(C(=O)C2CCCO2)CC1 (centres undefined)	-0.1	-2	-15	1	.	-1	.
6	COc1ccc(NC(=O)/C(=C\c2ccccc2)NC(=O)c2ccco2)cc1	-0.1	2	-2	5	.	2	-5
7	C[C@@H]1CN([C@H](C)CO)C(=O)c2cc(NC(=O)Cc3ccccc3)ccc2O[C@H]1CN(C)S(=O)(=O)c1ccc(F)cc1	-7.7	5	-1	5	-1	-4	-18
8	Cc1ccc(C(C)NC(=O)C2CCCC2)c(C)c1 (centres undefined)	.	.	-4	-3	3	-3	3
9	Cc1noc(C)c1NC(=O)Nc1ccc2c(c1)CC(=O)N([C@H](C)CO)C[C@@H](C)[C@H](CN(C)C(=O)NC1CCCCC1)O2	-0.2	-2	-2	-3	-1	20	17
10	Oc1ccc(NCc2ccc(OCc3ccccc3)cc2)cc1	0.3	-4	3	21	-3	-1	4
11	COc1ccc2oc(=O)cc(-c3cc4ccccc4o3)c2c1	0.0	-2	-2	4	-2	-3	-2
12	O=C(NC(c1ccc(Cl)cc1)c1cnccn1)C1CCN(CCOc2ccc(F)cc2)CC1 (centres undefined)	0.1	.	-2	-3	4	-1	-8
13	C=CCn1c(COc2ccc(F)cc2)nnc1SCC(=O)NC1CCS(=O)(=O)C1 (centres undefined)	0.0	-2	1	0	.	-6	8
14	CC(C)NC(=O)N(C)C[C@@H]1Oc2ccc(NC(=O)Nc3ccc(C(F)(F)F)cc3)cc2C(=O)N([C@@H](C)CO)C[C@@H]1C	0.3	-5	7	-50	1	-8	-38
15	O=C(Cc1ccccc1)N1CC[C@H]2[C@H](CO)Nc3ccc(C#Cc4ccccc4)cc3[C@H]21	-0.7	4	-4	-3	0	2	53
16	COc1ccc(N(CC(=O)Nc2cccc(C(F)(F)F)c2)S(C)(=O)=O)cc1	-2.5	.	.	.	7	.	-3
17	COc1ccc2c(c1C)CCC(C)(C#N)C2=O (centres undefined)	0.7	.	-2	1	-4	3	7
18	S=C(Nc1cc(Cl)cc(Cl)c1)N1CCN(c2ccccn2)CC1	-0.1	-1	2	-4	1	1	4
19	COc1cccc(OCC(=O)NNC(=O)C(=O)Nc2ccc(OC)cc2OC)c1	0.0	-1	-6	6	5	2	6
20	NC(=S)NNc1cccc2cccnc12	4.4	9	-11	2	-5	-3	7

Of the compounds above, these contain a carbonyl joined to an NH by a bond outside any ring.
nr	SMILES	E-sel inducer	SIRT5 block	DENV2 CPE rescue	S100A4 inh HTS	PglD inh	ERp5 block	Statin myotox sup
1	Cc1cc(C)cc(N(C(=O)c2csnn2)C(C(=O)NC(C)(C)C)c2ccccn2)c1 (centres undefined)	.	26*	.	11	.	6	.
2	COCCCNC(=O)CN(c1ccc(Cl)c(Cl)c1)S(C)(=O)=O	.	-1	3	2	2	0	-22
5	CCC(CC)C(C(=O)NCc1ccccc1)N1CCN(C(=O)C2CCCO2)CC1 (centres undefined)	-0.1	-2	-15	1	.	-1	.
6	COc1ccc(NC(=O)/C(=C\c2ccccc2)NC(=O)c2ccco2)cc1	-0.1	2	-2	5	.	2	-5
7	C[C@@H]1CN([C@H](C)CO)C(=O)c2cc(NC(=O)Cc3ccccc3)ccc2O[C@H]1CN(C)S(=O)(=O)c1ccc(F)cc1	-7.7	5	-1	5	-1	-4	-18
8	Cc1ccc(C(C)NC(=O)C2CCCC2)c(C)c1 (centres undefined)	.	.	-4	-3	3	-3	3
9	Cc1noc(C)c1NC(=O)Nc1ccc2c(c1)CC(=O)N([C@H](C)CO)C[C@@H](C)[C@H](CN(C)C(=O)NC1CCCCC1)O2	-0.2	-2	-2	-3	-1	20	17
12	O=C(NC(c1ccc(Cl)cc1)c1cnccn1)C1CCN(CCOc2ccc(F)cc2)CC1 (centres undefined)	0.1	.	-2	-3	4	-1	-8
13	C=CCn1c(COc2ccc(F)cc2)nnc1SCC(=O)NC1CCS(=O)(=O)C1 (centres undefined)	0.0	-2	1	0	.	-6	8
14	CC(C)NC(=O)N(C)C[C@@H]1Oc2ccc(NC(=O)Nc3ccc(C(F)(F)F)cc3)cc2C(=O)N([C@@H](C)CO)C[C@@H]1C	0.3	-5	7	-50	1	-8	-38
16	COc1ccc(N(CC(=O)Nc2cccc(C(F)(F)F)c2)S(C)(=O)=O)cc1	-2.5	.	.	.	7	.	-3
19	COc1cccc(OCC(=O)NNC(=O)C(=O)Nc2ccc(OC)cc2OC)c1	0.0	-1	-6	6	5	2	6

Remaining list, next part:
nr	SMILES	E-sel inducer	SIRT5 block	DENV2 CPE rescue	S100A4 inh HTS	PglD inh	ERp5 block	Statin myotox sup
21	N#Cc1ccccc1NC(=O)COC(=O)c1ccc2c(c1)OCO2	.	1	-1	-3	2	-17	6
22	Cc1noc(C)c1NC(=O)Nc1ccc2c(c1)C(=O)N([C@H](C)CO)C[C@@H](C)[C@H](CN(C)C(=O)c1ccccc1)OCCCC[C@H](C)O2	0.1	-2	14	50	-32	-2	.
23	CCC(=O)Nc1ccc2c(c1)C(=O)N(C)C[C@H](OC)[C@H](C)CN(C(=O)NC(C)C)[C@H](C)CO2	-0.1	-8	-6	-10	1	10	-1
24	Cc1noc(C)c1NC(=O)Nc1ccc2c(c1)C(=O)N([C@@H](C)CO)C[C@@H](C)[C@H](CN(C)Cc1ccccc1)O2	0.1	2	9	1	1	-2	-12
25	C[C@@H]1CN([C@H](C)CO)C(=O)c2cc(-c3cccnc3)cnc2O[C@H]1CN(C)C(=O)Nc1ccc(F)cc1	0.4	-1	0	-8	1	-2	-24
26	COc1cccc(N2C(=O)CC(Sc3nc(C)cc(C)n3)C2=O)c1 (centres undefined)	.	1	4	1	-7	-2	3
27	Cc1ccc(C(=O)OCC(=O)NC2CCCC(C)C2C)cc1S(=O)(=O)N1CCCCC1 (centres undefined)	.	10	-9	2	0	-6	3
28	CCc1ccc(CN(C)Cc2c(C(=O)N3CCOCC3)nc3c(C)cccn23)nc1	-0.1	.	-1	6	3	-5	0
29	O=C(CCNS(=O)(=O)c1ccccc1F)N1CCN(Cc2ccccc2)CC1	-3.6	-9	1	0	2	8	-5
30	C[C@@H]1CCCCO[C@H](CN(C)S(=O)(=O)c2ccc(Cl)cc2)[C@H](C)CN([C@@H](C)CO)C(=O)c2cc(NC(=O)CCC(F)(F)F)ccc2O1	1.6	12	5	-7	2	8	.
31	O=C(NC1Cc2ccccc2C1)[C@@H]1[C@@H](CO)[C@@H]2Cn3c(cccc3=O)[C@@H]2N1C(=O)C1CC1	-0.1	3	0	1	0	-1	4
32	Cn1c(=O)c2cc(NC(=O)NCc3ccc(F)cc3)ccc2n1C	-0.1	.	-6	-17	11	0	1
33	COc1ccc(NC(=O)C2(C)CCN2C(=O)Cc2ccc(Cl)cc2Cl)cc1OC (centres undefined)	-0.6	.	-3	13	4	4	5
34	CCc1nn(C(C)C(=O)NCc2cccc(OC)c2)c(=O)c2cc3occc3n12 (centres undefined)	.	-10	-2	8	5	-2	-5
35	CSc1cccc(NC(N)=S)c1	0.1	0	1	-7	5	-6	-10
36	CCCN(C(=O)c1c(-c2ccccc2)noc1C)c1c(N)n(Cc2ccccc2)c(=O)[nH]c1=O	-0.1	-11	0	35	1	0	-20
37	O=C(NCCCN1CCN(c2ccc(F)cc2)CC1)C1CCCN(c2ncnc3c2nc2n3CCCCC2)C1 (centres undefined)	.	-4	0	-2	-1	6	33
38	CCN(CC(=O)Nc1cc(OC)ccc1OC)Cc1nc2ccccc2c(=O)[nH]1	2.6	3	0	1	1	2	-2
39	CCc1ccccc1NC(=O)CCS(=O)(=O)c1ccc(OC)cc1	-0.1	-1	-8	-2	0	4	2
40	Cn1cccc1Cc1nnc(SCC(=O)N2CCOCC2)n1CCc1ccccc1	.	.	-8	-4	-3	0	8
41	O=C(Nc1cccc(C(=O)O)c1)/C(=C\c1ccc2c(c1)OCO2)NC(=O)c1ccc(Br)cc1	6.5	-2	12	0	6	-5	-4
42	O=S(=O)(c1ccc(F)cc1)N1CCN(Cc2nnc(-c3ccccc3)o2)CC1	.	0	2	4	-5	4	7
43	CCOC(=O)c1cc(C(C)C)sc1NC(=O)COC(=O)CCS(=O)(=O)c1ccccc1	.	34*	.	-3	0	2	.
44	COC(=O)c1ccc2c(c1)C(=O)/C(=C/c1ccc(C)cc1)O2	6.2	.	.	.	-1	.	4
45	COc1cc2c(cc1OC)CN(Cc1ccc(C)s1)CC2	.	.	.	-4	-1	.	14
46	COc1ccc(-c2nn(-c3ccccc3)cc2/C=C/C(=O)N(C)CC(=O)Nc2cccc(F)c2)cc1OC	0.3	-3	-3	-15	3	2	10
47	O=C(COC(=O)c1cc(=O)[nH]c2ccccc12)NC(=O)c1ccccc1	.	4	4	0	3	-20	7
48	Cc1ccc(CNC(=O)COC(=O)c2ccc(S(=O)(=O)N3CCCCCC3)cc2)cc1	-0.3	-4	-2	1	1	0	-5
49	COc1ccc(N2CSC3=C(C#N)C(c4cc(OC)c(OC)cc4OC)CC(=O)N3C2)c(OC)c1 (centres undefined)	-2.2	3	?	-11	5	2	12
50	O=C(C[C@@H]1C[C@H]2c3cc(NC(=O)NC4CCCCC4)ccc3O[C@H]2[C@@H](CO)O1)NCC1CC1	0.0	-2	-15	10	-1	10	-2
51	Cc1cccn2c(=O)c(C=C(C#N)C#N)c(N3CCN(c4ccccc4)CC3)nc12	14	-2	-2	-9	.	14	3
52	CCOCCCNC(=S)Nc1cc(OCC)c(NC(=O)c2ccco2)cc1OCC	2.1	5	-3	0	0	2	-19
53	CCCc1c(NC(=O)Nc2ccc(F)cc2)cnn1-c1ccc(Cl)cc1	.	0	1	-4	.	-1	.
54	Cc1cccc(NC(=O)CSc2nnc(-c3ccco3)c(-c3ccco3)n2)c1	0.9	-1	9	0	.	0	15
55	COc1ccc(CN(C)C(=O)c2ccccc2OCc2c(C)noc2C)cc1OC	1.1	-2	3	-4	-2	2	10
56	CCCc1nc(SCC(=O)NC2CC2)c2c(C)c(C)sc2n1	0.0	-2	-5	5	4	1	0
57	COCC(=O)N1[C@H](C#N)[C@H](c2ccccc2-c2cccc(F)c2)[C@H]1CO	0.0	24*	-4	5	.	-1	.
58	Clc1ccc(-c2nnc(-c3cccc4ccccc34)o2)cc1	0.8	-2	-18	0	1	1	-4
59	CCc1nc2ccc(C(=O)NCCOc3ccc(OC)cc3)cn2c1N(CCC(C)C)CCN(C)C	-0.2	-2	13	-11	0	1	-17

A portion of the library; rates above refer to the full screens.
